Bioassay records from PubChem BioAssay.
GPR151 ag: activators of human GPR151; Q8TDV0; hit rate 1% among 650,000; activation, % at 11.2 µM; PathHunter beta-arrestin GPR151 cells, luminescence; in the data active means activation above about 4.9%;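 further: 0% = median of compound wells and 100% = cells with positive control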
Target sequence (Q8TDV0 whole entry, looked up): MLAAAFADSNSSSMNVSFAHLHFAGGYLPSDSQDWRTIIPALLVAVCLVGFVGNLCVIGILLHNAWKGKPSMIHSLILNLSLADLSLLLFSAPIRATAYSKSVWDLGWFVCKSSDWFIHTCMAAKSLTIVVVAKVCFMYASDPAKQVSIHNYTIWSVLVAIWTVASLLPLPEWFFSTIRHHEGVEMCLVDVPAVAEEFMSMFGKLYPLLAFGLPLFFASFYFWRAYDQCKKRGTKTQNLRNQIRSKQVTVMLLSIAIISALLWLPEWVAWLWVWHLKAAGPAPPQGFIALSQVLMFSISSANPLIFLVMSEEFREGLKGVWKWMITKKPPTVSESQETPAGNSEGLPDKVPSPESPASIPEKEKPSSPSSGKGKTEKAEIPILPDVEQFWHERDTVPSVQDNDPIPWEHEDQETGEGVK
FBW7 activator: human FBW7 E3 ligase activation, primary screen. hit rate 0.13% among 650,000. AlphaScreen FBW7–phospho-cyclin E peptide binding, activator screen. AID 1259310. normalized activity (activation), % at 26.1 µM; in the data active means normalized activity above about 1.9%;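 further: purified mutant Fbw7 with reduced substrate affinity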
TEAD-YAP inh: TEAD-YAP interaction inhibition. HEK-TIYL cells, TEAD-Gal4/YAP UAS-luciferase luminescence. inhibition, % at 9.12 µM. hit rate 1.4% among 640,000; in the data active means inhibition above about 32%;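 further: 0% = median of test compound wells and 100% = reference inhibitor wells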
MITF primary: blocks human microphthalmia-associated transcription factor | AlphaScreen MITF homodimerization, bead proximity signal | inhibition, % at 2.6 µM | hit rate 0.91% among 650,000 | AID 1259374; in the data active means inhibition above about 50%;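 further: 0% = vehicle wells with protein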
Target sequence (O75030 whole entry, looked up): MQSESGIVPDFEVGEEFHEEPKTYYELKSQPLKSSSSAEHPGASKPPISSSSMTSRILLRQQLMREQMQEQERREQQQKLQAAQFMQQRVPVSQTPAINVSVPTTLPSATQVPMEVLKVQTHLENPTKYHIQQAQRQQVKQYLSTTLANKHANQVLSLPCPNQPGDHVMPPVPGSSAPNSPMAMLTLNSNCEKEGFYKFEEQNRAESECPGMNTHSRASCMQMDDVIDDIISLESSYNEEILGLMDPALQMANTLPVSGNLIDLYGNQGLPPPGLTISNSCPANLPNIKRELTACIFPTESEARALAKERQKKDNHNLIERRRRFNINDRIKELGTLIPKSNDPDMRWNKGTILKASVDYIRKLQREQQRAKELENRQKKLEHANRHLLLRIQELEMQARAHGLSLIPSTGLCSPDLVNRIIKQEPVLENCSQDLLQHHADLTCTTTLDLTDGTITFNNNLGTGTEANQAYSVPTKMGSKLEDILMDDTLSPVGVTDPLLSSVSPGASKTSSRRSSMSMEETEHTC
* hit, by the source's call.

entry	mol	FBW7 activator	MITF primary	TEAD-YAP inh	GPR151 ag
1	Cc1ccc(C(=O)NC(=S)NNC(=O)c2ccccc2[N+](=O)[O-])cc1	-0.2	3	-9	-0.4
2	CC1CCc2nc3ccc(S(=O)(=O)N4CCC(C(=O)O)CC4)cc3c(C(=O)O)c2C1 (stereo not drawn)	0.0	7	8	-2.5
3	COc1ccccc1OCCCCOc1ccc(C=O)cc1	0.4	1	11	1.8
4	O=C1CCC(=O)N1CN(C(=O)C(F)(F)F)c1ccc(Cl)c(Cl)c1	0.0	3	-3	-0.1
5	Cc1cccc(NC(=O)CC2Sc3ccccc3NC2=O)c1 (stereo not drawn)	0.1	6	5	-0.3
6	COc1ccc(OCC(=O)Nc2cccc(C(=O)O)c2C)cc1	0.2	11	-6	-0.5
7	COc1cc(OC)c(NC(=O)CCCOc2cc(=O)n(C)c3ccccc23)cc1Cl	-0.1	-9	13	-1.1
8	CCOc1cc(/C=C2\C(=O)N(c3ccc(Cl)c(C(=O)O)c3)N=C2C)cc(I)c1O	-0.5	2	9	1.0
9	O=C(NC1CCCCCC1)c1ccc2c(c1)N(Cc1cccc(F)c1)C(=O)CS2=O (stereo not drawn)	0.0	2	-5	-0.5
10	CCOCCOC(=O)C1=C(C)NC2=C(C(=O)CC(c3ccc(Cl)cc3)C2)C1c1cc(Cl)c(O)c(OC)c1 (stereo not drawn)	0.0	6	19	1.7
11	CCOc1ccc(OCC(=O)OCn2c(SC)nnc(C)c2=O)cc1	-0.1	-2	14	-0.3
12	Clc1ccc(C2=CC(c3cccc(Br)c3)n3ncnc3N2)cc1 (stereo not drawn)	0.1	3	0	0.2
13	Cc1cccc(CN2C(=O)CSc3ccc(C(=O)NC4CC4)cc32)c1	0.0	1	17	0.7
14	COc1cc2c(cc1OC)C(c1ccccc1C)NC(=O)C2 (stereo not drawn)	0.7	18	5	-1.9
15	CCOC(=O)C(C)Sc1ncnc2sc3c(c12)CCCC3 (stereo not drawn)	0.1	-1	-11	-0.9
16	O=C(CCC(=O)N1CCOc2ccccc21)Nc1c(F)c(F)cc(F)c1F	1.4	2	-11	-0.1
17	CCOc1ccc(Nc2nc(Nc3ccc(OCC)cc3)nc(Sc3nc4ccccc4s3)n2)cc1	-0.3	-9	3	-0.4
18	O=C(NCc1cccnc1)c1cccc(NCc2ccc3c(c2)OCO3)n1	0.2	11	4	0.6
19	COc1cc(-c2nc3cnccn3c2NC(C)(C)C)ccc1O	0.0	7	-11	1.6
20	CC(=O)N1CC=C2C(C#N)=C(N)C(C#N)(C#N)C(c3cccc(Cl)c3)C2C1 (stereo not drawn)	-0.2	3	-1	0.4
21	CCc1ccc(-n2c(=S)sc3c(=O)n(-c4ccccc4C)c(SCC(=O)O)nc32)cc1	0.3	18	-2	2.5
22	CSc1nc(N)nc(SCC(=O)NCc2ccccc2)c1C#N	0.0	-10	-3	-0.5
23	CC(C)n1c(NCc2cccnc2)nc2c(Nc3ccc4c(c3)OCO4)ncnc21	0.1	5	9	-0.2
24	CC(C)C(=O)N1CCN(c2ccccc2NC(=O)C(C)(C)C)CC1	0.3	20	-12	1.0
25	CCn1cc(C(=O)N2CCCc3ccccc32)c(=O)c2ccc(C)nc21	0.0	4	7	-0.3
26	Cc1ccc(C)c(NCN2C(=O)C3CC=CCC3C2=O)c1 (stereo not drawn)	0.5	-6	3	1.5
27	CCOC(=O)N1CCC(n2c(SCC(=O)N(CC)CC)nc3ccccc3c2=O)CC1	-0.2	0	-10	-0.5
28	COCCn1c(N2CCC(C(N)=O)CC2)nc2c1c(=O)[nH]c(=O)n2C	0.1	14	6	0.7
29	COc1ccc(/C=C2\SC(=Nc3ccccc3F)NC2=O)c(OC)c1	0.5	16	17	-0.8
30	CCOC(=O)C1CCN(C(=O)Cc2ccc(OC)c(OC)c2)CC1	0.0	4	-2	0.8
31	COc1ccccc1C1CN(Cc2cnn(C)c2)Cc2ccccc2O1 (stereo not drawn)	-0.2	3	-2	-0.6
32	CCC(c1ccccc1)c1nnc(NC(=O)c2cccc(Br)c2)s1 (stereo not drawn)	0.1	-20	0	0.5
33	CC(=O)N(C)c1ccc(NC(=O)C2c3ccccc3Oc3ccccc32)cc1	-0.1	7	-6	-0.4
34	O=C(Cc1cccs1)Nc1ccc(-c2nnn(CC(=O)N3CCOCC3)n2)cc1	-0.2	-7	-1	-0.1
35	CCN(CC)CCNS(=O)(=O)c1ccc(Cl)c([N+](=O)[O-])c1	0.1	12	-5	-0.5
36	O=C(CCCNC(=O)Cn1cnc2sc3c(c2c1=O)CCCC3)NCC1COc2ccccc2O1 (stereo not drawn)	-0.2	3	15	-0.6
37	Cc1cncc2c(S(=O)(=O)N3CC[C@@H](NC(=O)C(O)c4ccc(Cl)cc4)C3)cccc12 (stereo partly drawn)	0.1	1	-11	0.9
38	CC1CCCC(C)N1C(=O)CSc1nnc(-c2cccs2)n1C (stereo not drawn)	0.0	-2	-2	0.0
39	CS(=O)(=O)c1ccc(-n2cc(-c3ccnc4ccccc34)cn2)cc1	0.2	5	-3	3.3
40	CC1CCCCC1NC(=O)c1cccn2c(=O)c3cc(Cl)ccc3nc12 (stereo not drawn)	0.1	-6	0	0.9
41	c1ccc(COc2ccc(OCCCN3CCOCC3)cc2)cc1	0.3	11	-23	1.3
42	c1coc(CNCC2CCCO2)c1 (stereo not drawn)	-0.3	-3	-5	0.7
43	CSc1ccc(C(=S)N2CCN(C)CC2)cc1	-0.1	2	-14	0.9
44	Cc1ccc(-c2nc3cc(NC(=S)NC(=O)c4oc5ccccc5c4C)ccc3o2)cc1	0.1	0	-1	0.3
45	COc1cc(OC)c(/C=N/NC(=O)c2cccnc2)cc1Br	0.0	-2	-1	0.8

One compound at a time, from the list above:
`COc1cc(OC)c(/C=N/NC(=O)c2cccnc2)cc1Br` as listed: FBW7 activator = 0.0; MITF primary = -2; TEAD-YAP inh = -1; GPR151 ag = 0.8
`COc1ccccc1C1CN(Cc2cnn(C)c2)Cc2ccccc2O1` (stereo not drawn) as listed: FBW7 activator = -0.2; MITF primary = 3; TEAD-YAP inh = -2; GPR151 ag = -0.6

(cont.)
entry	mol	FBW7 activator	MITF primary	TEAD-YAP inh	GPR151 ag
46	O=C(CN1CCOCC1)NNC(=S)Nc1ccc(Cl)cc1	0.5	16	-1	0.8
47	Cc1ccc(CN(C(=O)c2c(F)cccc2F)C2CC(C)(C)NC(C)(C)C2)o1	0.0	14	6	0.0
48	C=CCn1c(SCC(=O)Nc2ccc(C(N)=O)cc2)nnc1C1CCCCC1	-0.2	0	0	-0.8
49	O=C(N1CCC(O)(c2ccccn2)CC1)C1(c2ccc(Cl)cc2)CCC1	0.9	8	9	-1.3
50	O=C(Nc1ccc(N2CCOCC2)cc1)c1cc(Cl)ccc1Cl	0.5	3	-16	-0.7
51	CCC(C(=O)NCCNC(=O)C(CC)c1ccccc1)c1ccccc1 (stereo not drawn)	-0.2	1	4	1.6
52	O=c1c2ccccc2nc(/C=C/c2ccccc2)n1CCCO	-0.1	1	-2	4.1
53	O=C(CN1CCC(NC(=O)Cc2ccccc2)CC1)NCc1cccs1	0.0	4	2	-0.4
54	COc1ccc(S(=O)(=O)N(C)Cc2ccccc2C#N)cc1	0.0	8	6	1.9
55	CCCCNC(=O)c1ccc2nc(-c3ccc(OC)cc3)c(-c3ccc(OC)cc3)nc2c1	-0.1	-7	-7	3.1
56	CC(=O)NCC1CCC2(CCN(Cc3ccc(F)c(F)c3)CC2)O1 (stereo not drawn)	-0.1	-7	5	-0.3
57	Fc1cccc(CNCc2ccc3c(c2)OCO3)c1	-0.2	24	-7	0.0
58	C=CCCC(C)(C#CCN1CCCCC1)OC(C)=O (stereo not drawn)	-0.1	-16	-5	0.7
59	Brc1ccc(C2CSc3c4ncnc-4ncn32)cc1 (stereo not drawn)	0.1	7	-8	-1.0
60	CCOC(=O)c1c(CSc2nc(C)c(C)c(C)c2C#N)n(C)c2cc(Br)c(OC(C)=O)cc12	-0.1	-2	-6	0.1
61	COc1ccc(NC(=O)Cc2ccc(C)cc2C)c2ccccc12	0.1	10	-4	0.2
62	O=C(Oc1cccc(N2C(=O)C3C4C=CC(C5CC45)C3C2=O)c1)c1cccc([N+](=O)[O-])c1 (stereo not drawn)	-0.1	16	7	-0.8
63	CCOC(=O)C1(Cc2ccccc2C(F)(F)F)CCN(C)CC1	0.6	2	7	-1.5
64	Cc1nn(C(=O)c2cc([N+](=O)[O-])ccc2Cl)c(C)c1Br	-0.1	9	0	1.3
65	CC#CC(=O)N1CCC(CCc2ccccc2)(C(=O)OCC)CC1	-0.1	-6	5	0.6
66	Nc1ccc2c(c1)OCCOCCOc1cc(N)ccc1OCCO2	0.5	0	-5	-2.0
67	O=C(Cn1ccnc1)Nc1nc2ccccc2s1	-0.1	3	3	0.4
68	Cc1nn(-c2ccccc2)c(C)c1P(=O)(c1ccccc1)N(C)C (stereo not drawn)	0.3	37	-11	-1.7
69	O=C1OC(c2ccc(Cl)cc2)=N/C1=C\c1ccccc1Cl	0.4	11	0	0.2
70	CCOC(=O)C(=CNCc1ccc(Cl)cc1)C(=O)OCC	-0.2	-11	6	-0.4
71	O=C(O)/C=C/c1cc(Br)ccc1OC(F)F	0.2	19	2	-1.5
72	CCOc1ccc(C2/C(=C(/O)c3ccccc3)C(=O)C(=O)N2CC(C)O)cc1 (stereo not drawn)	-0.1	7	0	-0.9
73	c1cc(NCCN2CCOCC2)nc(N2CCN(Cc3ccc4c(c3)OCO4)CC2)n1	-0.1	2	3	0.7
74	CC1=C(C(=O)Nc2ccc(C)cc2C)C(c2ccc([N+](=O)[O-])cc2)n2nnnc2N1 (stereo not drawn)	0.0	11	8	0.2
75	Cc1cccc(N(CC(=O)NCc2ccco2)S(=O)(=O)c2ccccc2)c1	0.0	13	7	4.6
76	CC(C)(C)CN1CCN(Cc2cn[nH]c2C2CCCCC2)CC1CCO (stereo not drawn)	-0.2	2	-1	1.0
77	O=C(Nc1ccc2oc(-c3ccc(I)cc3)nc2c1)c1cc(Br)ccc1Cl	0.9	19	-14	0.6
78	CCOC(=O)C1CCCN(S(=O)(=O)c2ccc(Br)c(OCC)c2)C1 (stereo not drawn)	-0.1	-4	-7	1.5
79	COc1ccc(CCNc2c(-c3ccc4c(c3)OCC(=O)N4)c(=O)c2=O)cc1OC	0.0	-9	0	-3.4
80	CC1(C)C=C2C(=C(O)CC(c3cccc(Cl)c3)C2(C#N)C#N)C(=O)C1 (stereo not drawn)	-0.1	-4	1	0.0
81	Cc1noc(C)c1-c1nc2c(NCCO)ncnc2n1C(C)C	0.0	-5	15	0.1
82	O=C(NCCN1CCOCC1)c1ccc2nc(-c3ccccc3)sc2c1	0.0	-13	-20	0.3
83	Cc1ccc(NC(=O)CSc2nc3ccccc3c(=O)n2CCC(=O)NC2CCCCC2)cc1	0.0	-4	0	-0.7
84	O=C(CN1CCC(O)(c2cccnc2)CC1)Nc1ccc(F)cc1	-0.3	0	0	0.2
85	CC(=O)Nc1cc(CNCc2ccc3c(c2)OCCO3)cc(C(=O)N2CCCC2)c1	0.1	15	9	1.4
86	CCCS(=O)(=O)c1ncc(Cl)c(C(=O)Nc2ccccc2F)n1	0.7	21	17	0.7
87	COc1nc(NCc2ccccc2)nc(NCc2ccco2)n1	0.2	18	-25	-0.4
88	Cc1nc(NCCc2ccccc2)cc(-c2ccc(F)cc2)n1	0.0	-76	-48	-0.7
89	Cn1c(Nc2nc(NC3CCN(Cc4ccccc4)CC3)c3[nH]cnc3n2)nc2ccccc21	-0.3	9	8	-0.4
90	O=C(Cn1cc(SCc2cccc([N+](=O)[O-])c2)c2ccccc21)N1CCCC1	-0.2	2	-15	1.4

Structural class: the compounds so far containing a thiophene ring, fused or not (5)
entry	mol	FBW7 activator	MITF primary	TEAD-YAP inh	GPR151 ag
15	CCOC(=O)C(C)Sc1ncnc2sc3c(c12)CCCC3 (stereo not drawn)	0.1	-1	-11	-0.9
34	O=C(Cc1cccs1)Nc1ccc(-c2nnn(CC(=O)N3CCOCC3)n2)cc1	-0.2	-7	-1	-0.1
36	O=C(CCCNC(=O)Cn1cnc2sc3c(c2c1=O)CCCC3)NCC1COc2ccccc2O1 (stereo not drawn)	-0.2	3	15	-0.6
38	CC1CCCC(C)N1C(=O)CSc1nnc(-c2cccs2)n1C (stereo not drawn)	0.0	-2	-2	0.0
53	O=C(CN1CCC(NC(=O)Cc2ccccc2)CC1)NCc1cccs1	0.0	4	2	-0.4

The results go on.
entry	mol	FBW7 activator	MITF primary	TEAD-YAP inh	GPR151 ag
91	CCNc1nc(NCC)nc(N/N=C/c2ccc(O)c(O)c2)n1	-0.6	8	-16	-1.5
92	CCOC(=O)c1c(C)oc2nc(CN3C(=O)c4ccccc4S3(=O)=O)nc(N)c12	-0.2	-6	10	0.0
93	COC(=O)c1ccccc1NC(=O)CSc1nc2ccsc2c(=O)n1Cc1ccc(OC)cc1	-0.1	4	13	0.8
94	COc1ccc(-c2nn(-c3ccccc3)cc2C(=O)NCC(=O)c2ccccc2)cc1	-0.2	1	-3	1.2
95	Cn1c(N)c(C(=O)COC(=O)CNC(=O)c2ccccc2)c(=O)n(C)c1=O	0.2	12	-2	-1.0
96	CCCCOC(=O)C1=C(C)NC2=C(C(=O)CC(C)(C)C2)C1c1ccccc1OCC (stereo not drawn)	-0.1	-4	5	-0.2
97	OC[C@@H]1CCCN1c1ccnc2c(-c3ccccc3Cl)cnn12	-0.1	1	48*	-1.0
98	CCOC(=O)c1cnc2nc(NCc3ccccc3)[nH]n2c1=O	-0.1	2	5	0.8
99	Cc1ccc(S(=O)(=O)c2nc(-c3ccc(Cl)cc3Cl)oc2N(C)C)cc1	-0.1	-1	3	-1.6
